ROS inducer – inducers of reactive oxygen species in cancer cells. U2OS ROS induction, H2DCF-DA fluorescence. ROS induction (% of piperlongumine), % at 10 µM. hit rate 2% among 46,000. AID 624156; in the data active means ROS induction above about 79%, passing the limit was not always enough; inconclusive means no clear call, values can overlap the other calls;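 further: 0% = DMSO vehicle median and 100% = reference compound median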
Active calls of the source: *; ? = inconclusive.

COc1cccc(OC)c1/C=N/NC(=O)CCCCCCC(=O)Nc1ccccc1O
  ROS inducer: -12
C[C@@H]1CN([C@@H](C)CO)C(=O)c2cccc(NC(=O)c3cnccn3)c2O[C@@H]1CN(C)C(=O)Nc1cccc2ccccc12
  ROS inducer: 56
COc1ccc(S(=O)(=O)Nc2cccc3c2O[C@H](CN(C)Cc2ccccc2)[C@H](C)CN([C@H](C)CO)C3=O)cc1
  ROS inducer: 0
C[C@H](CO)N1C[C@H](C)[C@H](CN(C)Cc2ccc3c(c2)OCO3)Oc2ccc(NS(C)(=O)=O)cc2C1=O
  ROS inducer: -6
Cc1noc(C)c1NC(=O)Nc1ccc2c(c1)C(=O)N([C@@H](C)CO)C[C@@H](C)[C@@H](CN(C)Cc1ccc(C(=O)Nc3ccccc3N)cc1)O2
  ROS inducer: 1
C[C@@H]1CN([C@H](C)CO)C(=O)CCCn2cc(nn2)CO[C@H]1CN(C)S(=O)(=O)c1ccccc1
  ROS inducer: 3
C[C@H]1CN([C@@H](C)CO)C(=O)c2cccc(NC(=O)NC3CCCCC3)c2O[C@@H]1CN(C)S(=O)(=O)c1ccccc1
  ROS inducer: 14
CC(C)(C)N=C(NS(=O)(=O)c1ccc(Br)cc1)c1ccccc1
  ROS inducer: -7
C[C@H]1CN([C@@H](C)CO)C(=O)c2cccc(NS(=O)(=O)c3ccc(F)cc3)c2O[C@@H]1CN(C)C
  ROS inducer: -1
NS(=O)(=O)c1ccc(N=CC2=C(O)c3ccccc3C2=O)cc1
  ROS inducer: 60

Cc1ccc(S(=O)(=O)Nc2ccc3oc(=O)sc3c2)cc1
  ROS inducer: 5
C[C@H](CO)N1C[C@H](C)[C@@H](CN(C)C(=O)Nc2ccc(C(F)(F)F)cc2)Oc2ccc(NC(=O)NC3CCCCC3)cc2C1=O
  ROS inducer: 36
O=C1c2ccccc2[C@](Cc2ccccc2I)(C(=O)O)[C@H](c2ccc(CO)cc2)N1C1CCCCC1
  ROS inducer: 9
C[C@@H]1CCCCO[C@@H](CN(C)CC2CCCCC2)[C@@H](C)CN([C@H](C)CO)C(=O)c2cc(NS(C)(=O)=O)ccc2O1
  ROS inducer: 6
C[C@@H]1CCCCO[C@@H](CN(C)C(=O)Nc2ccc(C(F)(F)F)cc2)[C@@H](C)CN([C@H](C)CO)C(=O)c2cc(NC(=O)Nc3cccc4ccccc34)ccc2O1
  ROS inducer: 62
O=C(Cn1cc(C(=O)c2cccs2)c2ccccc21)NCC1CCCO1 (centres undefined)
  ROS inducer: -7
C[C@H]1CN([C@@H](C)CO)C(=O)c2cccc(NC(=O)c3ccc(-c4nccs4)cc3)c2O[C@@H]1CN(C)Cc1ccccc1
  ROS inducer: 59
C[C@H](CO)N1C[C@H](C)[C@H](CN(C)S(=O)(=O)c2cn(C)cn2)Oc2ccc(NC(=O)Cn3cnnn3)cc2C1=O
  ROS inducer: -1
C[C@H](CO)N1C[C@H](C)[C@@H](CN(C)S(=O)(=O)c2ccc(F)cc2)Oc2ccc(NC(=O)CCCCCC(=O)Nc3ccccc3N)cc2C1=O
  ROS inducer: 15
C[C@H]1CN([C@@H](C)CO)C(=O)c2cc(NC(=O)Cc3cn(C)c4ccccc34)ccc2O[C@@H]1CN(C)S(=O)(=O)c1ccc(Cl)cc1
  ROS inducer: -2

COc1ccc(C(=O)NC(c2c(C)[nH]n(-c3ccccc3)c2=O)(C(F)(F)F)C(F)(F)F)cc1
  ROS inducer: -7
CC(C)NC(=O)Nc1ccc2c(c1)C(=O)N([C@H](C)CO)C[C@H](C)[C@H](CN(C)Cc1ccc(C(F)(F)F)cc1)O2
  ROS inducer: -2
C[C@H]1CN([C@@H](C)CO)C(=O)Cc2cc(NC(=O)CCC(F)(F)F)ccc2O[C@H]1CN(C)CC1CC1
  ROS inducer: 3
CCc1ccc(-n2cnc3cc(C(=O)NCCc4ccccc4)ccc32)cc1
  ROS inducer: 20
COc1ccc(OC)c(C(O)CNC(=O)CN)c1 (centres undefined)
  ROS inducer: 122*
CCCc1cc(-c2nc(-c3ccc(Br)cc3)cs2)ccn1
  ROS inducer: 35
CC(C)NC(=O)N(C)C[C@H]1Oc2ccc(NS(C)(=O)=O)cc2C(=O)N([C@@H](C)CO)C[C@@H]1C
  ROS inducer: -14
COc1ccc(CCNC(=O)CCCc2cn(C)c3ccccc23)cc1OC
  ROS inducer: -3
CC(C)NC(=O)Nc1cccc2c1O[C@@H](CN(C)S(=O)(=O)c1ccccc1)[C@@H](C)CN([C@H](C)CO)C2=O
  ROS inducer: -12
CCc1cc2[nH]c(C(=O)OC)cc2s1
  ROS inducer: -2

O=C(NCC1CCCN2CCCCC12)c1cccc(Br)c1 (centres undefined)
  ROS inducer: -5
C[C@@H]1CCCCO[C@H](CN(C)C(=O)CCCN(C)C)[C@@H](C)CN([C@H](C)CO)C(=O)c2cc(N(C)C)ccc2O1
  ROS inducer: 1
C[C@H](CO)N1C[C@H](C)[C@@H](CN(C)C(=O)Nc2ccc3c(c2)OCO3)Oc2ccc(NC(=O)NC3CCCCC3)cc2C1=O
  ROS inducer: -2
C[C@@H]1CN([C@@H](C)CO)C(=O)c2cccc(NC(=O)Nc3ccccc3)c2O[C@H]1CN(C)S(=O)(=O)c1cn(C)cn1
  ROS inducer: 43
N#CC(C(=O)c1cccs1)=C1SCCCS1
  ROS inducer: -5
C[C@@H]1CCCCO[C@H](CN(C)Cc2ccccc2)[C@@H](C)CN([C@H](C)CO)C(=O)c2cc(NS(=O)(=O)c3cccs3)ccc2O1
  ROS inducer: 5
C[C@H]1CN([C@@H](C)CO)C(=O)Cc2cc(N(C)C)ccc2O[C@H]1CN(C)S(=O)(=O)c1ccc(Cl)cc1
  ROS inducer: 0
CN(c1cccc(NC(=O)c2ccc(Cl)c(S(=O)(=O)Nc3ccccc3)c2)c1)S(C)(=O)=O
  ROS inducer: 8
CC(C)NC(=O)N(C)C[C@H]1Oc2c(NC(=O)C3CC3)cccc2C(=O)N([C@@H](C)CO)C[C@H]1C
  ROS inducer: -17
O=C(O)CCCCCC(=O)N/N=C/c1ccco1
  ROS inducer: -10

C[C@H](CO)N1C[C@H](C)[C@H](CN(C)S(=O)(=O)c2ccccc2)Oc2c(NC(=O)C3CC3)cccc2C1=O
  ROS inducer: ?
Cc1ccc(Nc2nc(Nc3ccc(C)cc3)nc(N3CCCCC3)n2)cc1
  ROS inducer: 50
Cc1noc(C)c1S(=O)(=O)N(C)C[C@@H]1Oc2c(NC(=O)C3CCOCC3)cccc2C(=O)N([C@@H](C)CO)C[C@@H]1C
  ROS inducer: -8
C[C@@H]1CN([C@@H](C)CO)C(=O)Cc2cc(NC(=O)CCCN(C)C)ccc2O[C@@H]1CN(C)CC1CCCCC1
  ROS inducer: 3
C[C@@H]1CN([C@@H](C)CO)C(=O)Cc2cc(NC(=O)c3ccncc3)ccc2O[C@@H]1CN(C)Cc1ccccc1
  ROS inducer: -3
C[C@H]1CN([C@@H](C)CO)C(=O)c2cccc(NC(=O)CCCCCC(=O)Nc3ccccc3N)c2O[C@H]1CN(C)Cc1ccc(Cl)c(Cl)c1
  ROS inducer: 15
C[C@@H]1CN([C@@H](C)CO)C(=O)CCCn2cc(nn2)CO[C@@H]1CN(C)C(=O)Nc1ccc2c(c1)OCO2
  ROS inducer: 7
COc1ccc(NC(=O)Nc2cccc3c2O[C@H](CN(C)Cc2ccc(C(=O)Nc4ccccc4N)cc2)[C@H](C)CN([C@H](C)CO)C3=O)cc1
  ROS inducer: -2
CNC[C@@H]1Oc2c(NC(=O)NC3CCCCC3)cccc2C(=O)N([C@H](C)CO)C[C@@H]1C
  ROS inducer: -14
C[C@@H]1CN([C@@H](C)CO)C(=O)c2cc(NS(=O)(=O)c3cn(C)cn3)ccc2O[C@@H]1CN(C)C(=O)Nc1ccc2c(c1)OCO2
  ROS inducer: -12

C[C@H]1CN([C@@H](C)CO)C(=O)Cc2cc(NS(C)(=O)=O)ccc2O[C@H]1CN(C)C(=O)Nc1ccc2c(c1)OCO2
  ROS inducer: -5
C=CCN(C#N)c1nc(N(C)C)nc(N(C)C)n1
  ROS inducer: -15
CC1=C(c2ccc(C)cc2)S(=O)(=O)NC1=NCc1ccccn1
  ROS inducer: 17
C[C@H]1CN([C@@H](C)CO)C(=O)Cc2cc(NS(=O)(=O)c3ccc(Cl)cc3)ccc2O[C@H]1CN(C)C(=O)Nc1ccc(C(F)(F)F)cc1
  ROS inducer: -7
C[C@H](CO)N1C[C@H](C)[C@@H](CN(C)S(=O)(=O)c2ccc3c(c2)OCCCO3)OCc2cn(nn2)CCCC1=O
  ROS inducer: -13
C[C@]1(C(=O)NC2CC2)c2ccccc2C(=O)N(Cc2cc(C(F)(F)F)cc(C(F)(F)F)c2)[C@H]1c1ccc(CO)cc1
  ROS inducer: 4
C[C@@H]1CN([C@H](C)CO)C(=O)c2cccc(NC(=O)Nc3cccc4ccccc34)c2O[C@H]1CN(C)S(=O)(=O)c1cn(C)cn1
  ROS inducer: -7
CN(Cc1nc(-c2ccncc2)no1)S(=O)(=O)c1ccc(Cl)cc1
  ROS inducer: 3
CCn1cc(C(=O)NCCC(C)C)c2cc(OC)c(OC)cc2c1=O
  ROS inducer: -6
CC(C)NC(=O)Nc1ccc2c(c1)C(=O)N([C@@H](C)CO)C[C@H](C)[C@H](CN(C)C(=O)Nc1ccccc1)O2
  ROS inducer: -1

CN(Cc1cc2ccccc2[nH]c1=O)S(=O)(=O)c1ccccc1
  ROS inducer: -2
CCOC(=O)c1c(SC)nc2ccc(Cl)cc2c1N1CCOCC1
  ROS inducer: -6
COC(=O)c1cccc(NC(=O)CSc2nc(C)c3c(n2)CCCC3)c1
  ROS inducer: -2
CC(O)(C#Cc1ccccc1)c1ccc(N2CCCCC2)c(F)c1 (centres undefined)
  ROS inducer: 11
CC(=O)OCCSc1nc(N(C)C)nc(N(C)C)n1
  ROS inducer: -37
CC1CCCCN1S(=O)(=O)Cc1ccccc1 (centres undefined)
  ROS inducer: -5
C[C@H]1CN([C@@H](C)CO)C(=O)c2cc(NS(=O)(=O)c3cccs3)ccc2O[C@@H]1CN(C)Cc1ccncc1
  ROS inducer: -13
Cc1noc(C)c1NC(=O)N(C)C[C@H]1OCCCC[C@@H](C)Oc2ccc(NC(=O)Nc3ccc(F)cc3)cc2C(=O)N([C@H](C)CO)C[C@@H]1C
  ROS inducer: -22
C[C@@H]1CN([C@@H](C)CO)C(=O)c2cc(NC(=O)Nc3ccc(F)cc3)ccc2O[C@@H]1CN(C)C(=O)Nc1ccc(C(F)(F)F)cc1
  ROS inducer: 24
O=c1oc2ccccc2cc1-c1cn2c(n1)sc1ccccc12
  ROS inducer: -3

COc1ccc(S(=O)(=O)Nc2ccc3c(c2)C(=O)N([C@@H](C)CO)C[C@H](C)[C@H](CN(C)S(=O)(=O)c2ccc(C)cc2)O3)cc1
  ROS inducer: -7
COCCOC(=O)N1C(=O)[C@@]2(c3cc(C#CC4(O)CCCCCC4)ccc31)[C@H](c1ccc(OCCO)cc1)N1[C@H](c3ccccc3)[C@H](c3ccccc3)OC(=O)[C@H]1[C@@H]2C(N)=O
  ROS inducer: -1
CN(C)CCCOc1ccc(/C=N/NC(=O)CCCCC(=O)NO)cc1
  ROS inducer: 12
COc1ccc(OCC(=O)Nc2cccc3ncccc23)cc1
  ROS inducer: -1
CSc1cccc(NC(=O)C(C)NS(=O)(=O)c2ccc(F)cc2)c1 (centres undefined)
  ROS inducer: 4
C[C@@H]1CN([C@@H](C)CO)C(=O)c2cc(NC(=O)NC3CCCCC3)ccc2O[C@@H]1CN(C)C(=O)Nc1ccc(F)cc1
  ROS inducer: 4
C[C@@H]1CN([C@H](C)CO)C(=O)Cc2cc(NC(=O)CCC(F)(F)F)ccc2O[C@@H]1CN(C)Cc1ccc2c(c1)OCO2
  ROS inducer: -9
CCOC(=O)Cc1c(C)nc2c(-c3ccccc3OC)c(C)nn2c1C
  ROS inducer: -4
Cc1noc(C)c1NC(=O)Nc1ccc2c(c1)C(=O)N([C@@H](C)CO)C[C@H](C)[C@@H](CN(C)Cc1ccc(Cl)c(Cl)c1)O2
  ROS inducer: -12
CC(C)(C)/C=N/NC(=O)CCCCCCC(=O)Nc1ccccc1O
  ROS inducer: -1

O=C(Nc1ccc(Cc2ccc(NC(=O)C3CC3)cc2)cc1)C1CC1
  ROS inducer: 0
COc1ccc(C(CC(=O)O)C(=O)O)cc1OC (centres undefined)
  ROS inducer: ?
C[C@@H]1CN([C@H](C)CO)C(=O)Cc2cc(NS(=O)(=O)c3ccccc3)ccc2O[C@H]1CN(C)S(=O)(=O)c1ccc(F)cc1
  ROS inducer: 4
CCCC1C2C(=O)N(c3ccccc3)C(=O)C2ON1c1ccc(Cl)c(Cl)c1 (centres undefined)
  ROS inducer: -10
C[C@@H]1CN([C@H](C)CO)C(=O)CCCn2cc(nn2)CO[C@@H]1CN(C)C(=O)Oc1ccccc1
  ROS inducer: -6
C[C@H](CO)N1C[C@H](C)[C@H](CN(C)S(=O)(=O)c2cccs2)Oc2ccc(NC(=O)Nc3ccc(F)cc3)cc2C1=O
  ROS inducer: -10
CCOc1ccc(C2C3=C(CCCC3=O)NC3=C2C(=O)CCC3)cc1
  ROS inducer: 4
CSc1nc(-c2ccccc2)cn1-c1cccc(Cl)c1
  ROS inducer: -22
C=CCN1C(=O)[C@@]2(O[C@@H](CCn3cc(CCO)nn3)[C@H]([Si](C)(C)c3ccc(OC)cc3)[C@H]2C)c2cc(NC(=O)c3ccc(OC)cc3)ccc21
  ROS inducer: 58
C[C@@H]1CCCCO[C@H](CN(C)C(=O)Nc2ccc(C(F)(F)F)cc2)[C@@H](C)CN([C@H](C)CO)C(=O)c2cc(NC(=O)Cc3ccccc3)ccc2O1
  ROS inducer: 22

Cc1nnsc1C(=O)Nc1cccnc1
  ROS inducer: -11
COc1ccc(NC(=O)Nc2ccc3c(c2)C(=O)N([C@H](C)CO)C[C@@H](C)[C@@H](CN(C)C(=O)Nc2c(C)noc2C)O3)cc1
  ROS inducer: -6
C[C@H]1CN([C@@H](C)CO)C(=O)Cc2cc(NC(=O)c3ccncc3)ccc2O[C@@H]1CN(C)S(=O)(=O)c1cccs1
  ROS inducer: -1
Cc1ccc(S(=O)(=O)Nc2cccc3c2O[C@H](CN(C)Cc2ccc(Oc4ccccc4)cc2)[C@@H](C)CN([C@H](C)CO)C3=O)cc1
  ROS inducer: 51

An excerpt, so the mix of outcomes need not match the whole.
